HCV NS3 hel inh: HCV NS3 helicase inhibition | NS3 helicase DNA unwinding, Cy5 molecular beacon fluorescence | 290,000 compounds, 0.56% hits | inhibition, % at 10.9 µM;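 active = inhibition above the mean of all tested compounds plus 3 SD, set per campaign, cut at about 35% in these data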;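 note: 0% = DMSO wells and 100% = thioflavine S control wells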
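System: HCV NS3 helicase fragment; control set: DMSO and thioflavine S; technique: Cy5 fluorescence at 0 and 60 min, beacon hairpin quenching; reagent: beacon DNA duplex substrate plus ATP; replicates: singlicate; schedule: 1 h reaction at 25 °C, ATP-initiated; medium: MOPS buffer pH 6.5 with MgCl2, DTT, Tween20, BSA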
VIM-2 inh: inhibitors of Pseudomonas aeruginosa VIM-2 metallo-beta-lactamase; purified VIM-2, nitrocefin hydrolysis, epi-absorbance fluorescence; inhibition, % at 5.6 µM; 290,000 compounds, 0.89% hits; AID 1527;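 active = inhibition above the mean of all tested compounds plus 3 SD, cutoff set per screening run, cut at about 7.5% in these data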;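 note: red hydrolysis product quenches plate fluorescence so inhibitors raise well fluorescence; 0% = enzyme with DMSO and 100% = DMSO without enzyme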
UBC9 SUMO inh: inhibitors of human SUMOylation (UBC9); P63279; HTRF SUMOylation assay, SAE1/SAE2 + UBC9, in vitro; inhibition, % at 35 µM; 290,000 compounds, 0.36% hits; AID 2006; in the data active = inhibition above about 50%, passing the limit was not always enough; note: strong numbers were not always called active
PfM18AAP inh: blocks P. falciparum M18 aspartyl aminopeptidase; inhibition, % at 7.35 µM; recombinant PfM18AAP, H-Glu-NHMec fluorogenic cleavage; 290,000 compounds, 1.2% hits; AID 1822;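 active = inhibition above the campaign mean inhibition over all tested compounds plus 3 SD, cut at about 28% in these data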;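 note: 0% = plate median of test compound wells and 100% = 2 mM ZnCl2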
IDE inh: inhibitors of human insulin-degrading enzyme in cells; P14735; HEK cells, FAbetaB cleavage, fluorescence polarization; inhibition, % at 5.59 µM; 320,000 compounds, 0.41% hits; AID 434962;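 active = percent inhibition above the average of all tested compounds plus 3 SD, set per screening campaign, cut at about 16% in these data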;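 note: IDE supplied by intact live HEK cells; FP after avidin binding of uncleaved biotin substrate so inhibition keeps polarization high; 0% = DMSO wells and 100% = 60 µM reference IDE inhibitor Ii1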
Target sequence (P14735 whole entry, looked up): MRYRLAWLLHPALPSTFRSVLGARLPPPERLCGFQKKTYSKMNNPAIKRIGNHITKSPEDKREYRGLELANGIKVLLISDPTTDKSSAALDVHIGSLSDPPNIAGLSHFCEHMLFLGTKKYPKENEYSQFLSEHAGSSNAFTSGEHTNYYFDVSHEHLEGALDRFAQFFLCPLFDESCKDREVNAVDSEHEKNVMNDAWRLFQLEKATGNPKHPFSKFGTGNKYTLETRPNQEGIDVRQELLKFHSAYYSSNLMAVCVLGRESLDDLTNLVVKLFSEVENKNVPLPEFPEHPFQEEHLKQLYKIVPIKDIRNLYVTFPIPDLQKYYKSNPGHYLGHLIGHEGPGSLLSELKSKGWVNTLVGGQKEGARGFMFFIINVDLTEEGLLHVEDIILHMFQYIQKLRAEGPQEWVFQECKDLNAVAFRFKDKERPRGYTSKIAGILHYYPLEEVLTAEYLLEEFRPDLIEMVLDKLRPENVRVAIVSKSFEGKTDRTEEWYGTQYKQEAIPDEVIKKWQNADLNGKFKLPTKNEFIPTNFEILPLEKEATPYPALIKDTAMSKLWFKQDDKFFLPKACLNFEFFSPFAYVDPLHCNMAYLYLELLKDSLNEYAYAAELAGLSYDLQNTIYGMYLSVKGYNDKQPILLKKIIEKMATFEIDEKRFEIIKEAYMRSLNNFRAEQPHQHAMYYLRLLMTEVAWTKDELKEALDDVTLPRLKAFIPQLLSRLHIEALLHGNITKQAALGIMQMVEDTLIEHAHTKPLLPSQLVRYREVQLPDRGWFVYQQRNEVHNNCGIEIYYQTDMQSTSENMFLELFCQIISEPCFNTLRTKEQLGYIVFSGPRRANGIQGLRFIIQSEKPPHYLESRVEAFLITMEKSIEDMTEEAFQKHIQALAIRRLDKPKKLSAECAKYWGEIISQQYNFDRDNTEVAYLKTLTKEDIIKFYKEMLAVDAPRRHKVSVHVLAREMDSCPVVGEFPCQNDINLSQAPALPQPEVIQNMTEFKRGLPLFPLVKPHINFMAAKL
IDE act: boosts human insulin-degrading enzyme activity in HEK cells; P14735; FAbeta-B cleavage, fluorescence polarization; 0% vehicle, 100% cell-free pure enzyme wells; activation, % at 5.96 µM; 340,000 compounds, 0.073% hits; AID 493087;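 active = activation above the mean of all tested compounds plus 3 SD, set per screening campaign, cut at about 17% in these data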
DNA FID counter: fluorescent intercalator displacement, NS3 helicase counter-screen; DNA fluorescent intercalator displacement, fluorescence; inhibition, % at 7.9 µM; 290,000 compounds, 0.17% hits; in the data active = inhibition above about 37%;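 note: 0% = vehicle and 100% = reference compound; higher means more ethidium bromide displaced from hairpin DNA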
IMP-1 inh: inhibitors of Pseudomonas aeruginosa IMP-1 metallo-beta-lactamase; purified IMP-1, nitrocefin hydrolysis, epi-absorbance fluorescence; inhibition, % at 5.6 µM; 290,000 compounds, 0.45% hits; AID 1556;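 active = inhibition above the mean plus 3 SD of all compounds in the same screening run, cut at about 4.5% in these data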;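 note: 0% = IMP-1 with DMSO and 100% = DMSO wells lacking enzyme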
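System – purified recombinant IMP-1 beta-lactamase · Input – IMP-1 dispensed at 0.2 nM · Timing – 15 min preincubation plus 25 min reaction at 25 °C · Signal – Epi-absorbance fluorescence, 480 nm excitation, 530 nm emission · Measure – percent IMP-1 inhibition derived from blank-referenced optical density · Controls – Enzyme-plus-DMSO low control, enzyme-free DMSO high control · Replication – singlicate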
pCIP destab: p/CIP protein destabilization; Q05BA5; F442A p/CIP-EGFP cells, EGFP fluorescence, 16 h; decrease of EGFP signal, % at 10 µM; 290,000 compounds, 0.01% hits;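 active = EGFP signal decrease of at least 30% at 10 µM or well 3 SD below plate mean, unless failing retest; inactive = the rest, including hits failing retest or dose response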; note: some compounds called inactive have numbers as strong as hits; many of its hits are not listed in these tables
* hit, by the source's call; / = no result given. Only part of the results is shown; the hit share may differ from the screen's.

SMILES	HCV NS3 hel inh	VIM-2 inh	UBC9 SUMO inh	PfM18AAP inh	IDE inh	IDE act	DNA FID counter	IMP-1 inh	pCIP destab
Cc1cc(/C=C2\C(=O)NC(=O)N(c3ccc(F)cc3)C2=O)c(C)n1-c1ccc(C(=O)O)cc1	15	0.1	14	8	2	3	-26	-1.6	-1
Cc1ccc(N2C(=O)CC(=O)NC2=O)cc1	-4	-3.1	-1	2	-1	1	-14	-1.9	-18
Cc1cc(NC(=O)COC(=O)c2c(C)nn(Cc3ccccc3)c2Cl)no1	-5	0.2	24	-11	1	-1	-19	-4.9	-13
Cc1nccc2c1[nH]c1ccccc12	-18	2.4	12	-4	2	1	11	-2.0	2
CCOP(=O)(C#Cc1ccccc1)C(O)c1ccc(Br)cc1 (stereo not given)	-11	-2.5	-9	-1	-3	-2	-30	-2.0	0
CCOP(=O)(OCC)C(NC(=O)c1ccccc1C)C(Cl)(Cl)Cl (stereo not given)	-10	-1.6	-1	4	0	0	-13	-0.1	4
O=C1CN=C(c2ccccc2)c2ccccc2N1Cc1ccc(C(F)(F)F)cc1	6	1.7	-1	-6	0	4	-12	-2.2	-12
O=c1[nH]c(=O)n(Cc2ccccc2)c(O)c1C=NCCN1CCNCC1	30	-3.6	18	4	3	-9	3	-1.3	-19
CN1C(=O)C(=Cc2ccc(N3CCOCC3)c([N+](=O)[O-])c2)C(=O)N(C)C1=O	3	1.1	-10	1	4	/	-3	0.7	-12
CN(CCc1ccccc1)Cc1c[nH]c2ccccc12	-1	-2.3	2	2	-1	4	2	-1.1	-13
CN1C(=O)CC(c2ccccc2)Nc2ccccc21 (stereo not given)	3	1.6	14	-10	0	2	-3	-4.1	-7
Cc1ccccc1Cc1c(C)nc2nc(SCC(=O)N3CCC4(CC3)OCCO4)nn2c1C	4	-1.2	7	2	2	-1	-41	0.3	-12
CC(=O)OC1CC[C@]2(C#N)[C@H]3CC[C@]4(C)[C@H](C5C=CC(=O)O5)CCC4(O)C3CCC2(O)C1 (stereo not given in full)	-3	-1.6	16	-9	5	-2	-16	-2.2	-7
CCc1c(-c2ccccc2)nc2ccccc2c1C(=O)N1CCC2(CC1)OCCO2	-1	0.9	/	-2	5	4	-28	-0.1	2
CCc1ccc2nc(N3CCC(C(=O)N4CCC5(CC4)OCCO5)CC3)sc2c1	3	-0.2	4	-4	-1	1	-45	-3.8	7
N#CC(C#N)=Cc1ccc(N2CCOCC2)cc1	2	-2.1	21	-1	-7	-9	0	-1.3	-4
C[n+]1c(-c2ccccc2)cc(CCCCc2cc(-c3ccccc3)[n+](C)c(-c3ccccc3)c2)cc1-c1ccccc1	-48	-3.5	19	0	3	1	23	-4.3	10
O=C(NCc1cccnc1)Nc1ccccc1Cl	-5	1.3	-13	4	2	11	-2	-2.0	14
Cc1cc(=O)n(-c2ccccc2)n1-c1ccccc1	15	-5.2	-13	-2	2	3	-7	-6.1	8
CCOP(=O)(OCC)C(NC(=O)c1ccc(C)cc1)C(Cl)(Cl)Cl (stereo not given)	-2	-1.0	-10	-2	7	-4	-6	-0.4	-3
CC1=[N+]([O-])C2(N)CCc3nonc3C2(O)C1 (stereo not given)	-9	0.5	15	-3	-2	0	-6	-2.2	-14
CN1CC(C(=O)c2ccc(Cl)cc2)C(c2ccccc2F)C1 (stereo not given)	-8	-0.4	5	-2	5	3	8	-1.9	7
CN1CCc2nc3sc(C(=O)NC(C)(C)C)c(N)c3cc2C1	-5	-0.9	7	10	2	7	3	-0.7	-4
C1=C(c2ccccc2)CCNC1	-4	-1.6	3	-1	2	-1	-2	-1.8	-16
CCOC(=O)C1CCCCC12C(C#N)=C(N)Oc1n[nH]c(C)c12 (stereo not given)	-11	-0.5	10	-5	0	3	1	-0.6	4
CCc1ccc(N2C(=O)NC(=O)/C(=C/c3cccn3CCOc3ccc(C(C)CC)cc3)C2=O)cc1 (stereo not given)	12	-2.5	6	2	-2	-5	-4	-2.9	-5
C=CC1CN2CCC1CC2[C@@H](OC(=O)c1ccc(OC)cc1)c1ccnc2ccccc12 (stereo not given in full)	-37	-4.2	-3	-6	3	2	7	-2.4	-2
CCn1c(O)c(C=NCCc2c[nH]c3ccccc23)c(=O)[nH]c1=O	4	-0.9	14	0	2	8	-8	-1.7	-2
Cc1ccc2nc(N3CCC(C(=O)N4CCC5(CC4)OCCO5)CC3)sc2c1	0	0.8	-27	4	0	7	-24	-3.6	0
CC(=NCCc1c[nH]c2ccccc12)c1c(O)n(Cc2ccccc2)c(=O)[nH]c1=O	-6	2.4	-8	11	-1	3	-21	-1.8	-8

Not a retest: an excerpt of the list.
SMILES	HCV NS3 hel inh	VIM-2 inh	UBC9 SUMO inh	PfM18AAP inh	IDE inh	IDE act	DNA FID counter	IMP-1 inh	pCIP destab
CC1=[N+]([O-])C2(N)CCc3nonc3C2(O)C1 (stereo not given)	-9	0.5	15	-3	-2	0	-6	-2.2	-14
CN1CC(C(=O)c2ccc(Cl)cc2)C(c2ccccc2F)C1 (stereo not given)	-8	-0.4	5	-2	5	3	8	-1.9	7
CN1CCc2nc3sc(C(=O)NC(C)(C)C)c(N)c3cc2C1	-5	-0.9	7	10	2	7	3	-0.7	-4

The list continues:
SMILES	HCV NS3 hel inh	VIM-2 inh	UBC9 SUMO inh	PfM18AAP inh	IDE inh	IDE act	DNA FID counter	IMP-1 inh	pCIP destab
COc1ccc(N2C(=O)/C(=C/c3cccs3)C(=O)NC2=S)cc1	27	-2.1	15	5	7	2	-19	0.1	-5
CC1CC(OP(O)(=S)c2ccc(N(C)C)cc2NC(=O)c2cccs2)CC(C)(C)C1 (stereo not given)	-23	1.6	11	7	3	-2	-22	-0.3	3
COc1ccccc1NC(=O)c1cn(CCC#N)nc1-c1cccc(Cl)c1	-18	-0.1	16	-4	/	3	-24	-2.6	-4
C[N+]1(C)[C@@H]2CC[C@H]1CC(OC(=O)C(CO)c1ccccc1)C2 (stereo not given in full)	4	-2.0	-19	1	1	-1	2	-4.8	6
CC(Cc1cccs1)NCc1ccc(Cl)cc1 (stereo not given)	-2	-1.4	11	5	0	6	9	-0.5	-1
C#CC1(O)C=CC2C3CCC4=CC(=O)CCC4C3CCC21CC (stereo not given)	0	-2.2	17	-10	2	-4	-12	-1.5	2
O=C(NC1CONC1=O)OCC(Cl)(Cl)Cl (stereo not given)	16	-1.7	18	-7	2	4	-9	-0.4	0
CNC(=S)N1CCn2cccc2C1c1cccnc1 (stereo not given)	9	-0.4	8	2	5	0	-10	-1.1	8
CCN(CC)C(=O)c1ccc(NC(=O)Cn2nc(C)c3ccccc3c2=O)cc1	1	-4.0	34	-7	-6	0	-25	-3.1	-11
COc1ccc(CNCCc2ccc(Cl)cc2)c(OC)c1OC	-12	-2.6	19	-8	-6	4	11	-0.7	-7
O=C(CCC(=O)N1CCOc2ccc(Cl)cc21)N1CCC2(CC1)OCCO2	-1	-0.2	1	0	4	2	-30	-1.1	0
CCN(CC)c1ccc(/C=C2\C(=O)NC(=O)N(Cc3ccco3)C2=O)cc1	17	-5.0	11	12	5	-4	-20	-2.6	2
CC12CN3CC(C)(CN(C1)C3c1ccncc1)C2=O (stereo not given)	2	-3.3	-4	3	-1	-2	0	-3.2	-17
COc1ccc2[nH]cc(CCN)c2c1	-7	-2.1	-14	1	-1	7	0	-1.5	7
COc1ccc(C2N(c3cc(C)on3)C(=O)C3CCCN32)cc1 (stereo not given)	21	-3.3	8	-1	3	3	-3	-1.0	-1
CCCCCCOc1ccc(CN2CCN(CCO)CC2)cc1	-16	-2.2	8	3	1	3	18	-2.5	-6
c1ccc(-c2[nH]c(-c3ccccc3)[n+](CC3CO3)c2-c2ccccc2)cc1 (stereo not given)	-20	0.8	-8	-7	2	0	-18	-3.1	0
CCC(C)OC(=O)c1c(N)n(Cc2cccs2)c2nc3ccccc3nc12 (stereo not given)	2	-5.0	39	5	0	-2	-15	-4.3	-20
C=CCn1c(O)c(C(CC)=Nc2ccc3c(c2)CCC3)c(=O)[nH]c1=O	3	-3.8	9	3	7	0	-6	-0.6	-2
N#CC(C#N)=Cc1cccnc1	-3	-0.1	16	2	-2	-7	-8	-0.5	-3
CCCCCCC(=O)c1c(O)n(-c2ccccc2OC)c(=O)[nH]c1=O	10	-1.0	8	0	0	1	-17	-2.8	-38
CC(Cc1ccsc1)NCc1cn[nH]c1-c1ccc(F)cc1F (stereo not given)	-1	-1.0	19	-2	1	4	5	-2.5	3
N#CC1(c2ccccc2)CCN(C2CC(=O)N(c3ccc(F)cc3)C2=O)CC1 (stereo not given)	-9	-1.2	14	-3	5	3	-14	-1.9	-1
COc1cc(OC)c(OC)cc1/C=C1/C(=O)NC(=O)N(Cc2ccccc2)C1=O	6	-1.5	8	6	3	9	-14	-1.3	-8
CN(C)C(=O)Oc1ccc2c(c1)O/C(=C\c1ccccc1)C2=O	-1	-1.9	12	9	1	3	-27	-2.8	2
COCCCn1c(N)c(C(=O)NCc2ccco2)c2nc3ccccc3nc21	16	2.6	98	25	2	/	-9	-0.5	2
CCOC(=O)c1ccc(NC(=O)N2CC3CC(C2)c2cccc(=O)n2C3)cc1 (stereo not given)	1	-1.9	15	-3	-2	3	-5	-2.4	-13
CCOC(=O)c1ccc(N=Cc2c(O)n(-c3ccccc3F)c(=S)[nH]c2=O)cc1	12	-0.2	-5	-1	6	-4	-4	-1.5	0
CCCCn1c(O)c(C(CC)=Nc2ccc(C(=O)O)cc2)c(=O)[nH]c1=O	0	-1.2	9	-6	4	-4	-1	0.9	2
CCNC(=S)NCCC1=c2ccccc2=N/C1=C\c1c(O)n(C)c(=O)n(C)c1=O	1	-1.4	29	1	3	/	-5	-3.0	-14
CC1CCCCC1NC1CCN(C)CC1 (stereo not given)	1	-1.8	4	0	5	5	3	-0.5	1
CN1CCN(C(=O)COc2ccc(S(=O)(=O)N(C)Cc3ccccc3)cc2)CC1	-14	-2.4	20	-7	-3	3	11	-4.9	-8
CC(=O)c1ccc(OC(NC(=O)Cc2ccccc2)C(Cl)(Cl)Cl)cc1 (stereo not given)	1	-5.6	-15	-1	5	2	3	-2.5	2
CCCCCCC(=O)c1c(O)n(-c2ccccc2OC)c(=O)[nH]c1=O (tested in a mixture with another compound)	-4	-2.3	2	-5	3	/	-11	-3.5	-3
Cc1ccc2c(c1)CC1(CN2C)C(=O)NC(=O)N(CCc2ccccc2)C1=O (stereo not given)	7	-3.2	-7	0	2	5	-22	-1.6	0
CC(=O)N1CN2CN(C(C)=O)CC(C(=O)c3ccccc3)(C2)C1	-2	1.7	-3	-2	-4	5	-1	0.6	3
O=C1NC(=O)N(CCc2ccc(F)cc2)C(=O)/C1=C/c1cccs1	11	-2.7	4	11	-4	1	-14	-2.2	-4
COCCOC(=O)c1c(C)oc2ccc(OC(=O)N(C)C)cc12	2	-3.2	5	0	1	3	-19	-3.9	-6
O=P(NCc1ccccc1)(Oc1ccccc1)Oc1ccccc1	-12	-0.8	3	1	5	4	-24	-0.1	-2

Source: PubChem (several laboratories)
